LMP1 NFkB inh – EBV LMP1-driven NF-kappaB luciferase reporter inhibitors, primary screen, cell-based, luminescence, single point; LMP1-induced NF-kappaB luciferase reporter cells; AID 504558, 2011; 350,000 compounds, 0.69% hits; inhibition, % at 12.5 µM; in the data active = inhibition above about 41%;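 also: 0% = neutral control wells and 100% = reference inhibitor control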
C8 TRAIL sens – viability loss with TRAIL in NB7+C8 cells, primary screen, TRAIL sensitizer project, cell-based, ATPlite luminescence. inhibition (viability loss, TRAIL sensitization), % at 10 µM. 360,000 compounds, 1% hits;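 active = compounds causing at least 50% loss of cell viability in the single-dose screen, relative to plate controls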
LRH-1 inv ag – LRH-1 (NR5A2) inverse agonists, primary screen, cell-based, luminescence, HEK293T, StAR-luciferase reporter; inhibition, % at 3.6 µM; 360,000 compounds, 0.13% hits; Nuclear receptor subfamily 5 group A member 2 (Homo sapiens), O00482; LRH-1 transfected, 24 h;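 active = inhibition above the mean inhibition of all tested compounds plus 3 SD, cut at about 73% in these data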;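 also: 0% = DMSO wells and 100% = reporter-only cells lacking LRH-1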
SRC2 inh – inhibition of GAL4-SRC2 driven luciferase reporter, primary screen, SRC2 inhibitor project, cell-based, luminescence. AID 651957, 2012. Nuclear receptor coactivator 2 (Homo sapiens), Q15596. 370,000 compounds, 0.17% hits. HEK293 GAL4-SRC2 luciferase reporter. inhibition, % at 9 µM;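 active = inhibition above the mean inhibition of all tested compounds plus 3 SD, set per campaign, cut at about 52% in these data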;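 also: 0% = DMSO treated cells and 100% = cells given Gossypol at 36 µM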
NCOA1 inh – SRC1 coactivator transcriptional activity inhibitors, primary screen, cell-based, luminescence. Nuclear receptor coactivator 1 (Homo sapiens), Q15788. HEK293 GAL4-SRC1 luciferase reporter. inhibition, % at 3.6 µM. 360,000 compounds, 0.12% hits;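 active = inhibition above the campaign mean plus 3 SD, with each screening campaign given its own cutoff, cut at about 60% in these data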;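 also: 0% = DMSO treated cells and 100% = gossypol at 36 µM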
COUP-TFII inh – NR2F2 transcriptional activity inhibitors, primary screen, cell-based, luciferase reporter, HEK293T, luminescence | HEK293T NGFI-A luciferase reporter | inhibition, % at 8.6 µM | 370,000 compounds, 0.7% hits | AID 686940, 2013;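 active = inhibition above a per-plate cutoff, mean inhibition of test wells between control levels plus 3 SD, cut at about 38% in these data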;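 also: cells cotransfected with COUP-TFII expression vector driving the NGFI-A reporter; 0% = median of COUP-TF2 test wells and 100% = reporter-only cells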
Target sequence (P24468 whole entry, looked up): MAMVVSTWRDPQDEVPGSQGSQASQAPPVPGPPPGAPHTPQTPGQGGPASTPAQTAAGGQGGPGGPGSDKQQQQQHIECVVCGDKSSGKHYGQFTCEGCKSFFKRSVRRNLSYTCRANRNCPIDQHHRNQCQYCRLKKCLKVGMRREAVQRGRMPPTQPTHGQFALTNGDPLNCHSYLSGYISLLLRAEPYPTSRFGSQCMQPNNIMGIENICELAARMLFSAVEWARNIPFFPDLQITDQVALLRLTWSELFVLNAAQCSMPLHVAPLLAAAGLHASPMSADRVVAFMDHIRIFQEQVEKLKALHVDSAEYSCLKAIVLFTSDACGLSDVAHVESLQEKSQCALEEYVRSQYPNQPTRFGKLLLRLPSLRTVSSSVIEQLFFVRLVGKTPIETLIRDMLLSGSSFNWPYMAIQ
NOD2-RIPK2 inh – NOD2-RIPK2 binding disruptors in cells, primary screen, fluorescence, CHO cells, BLA complementation; 360,000 compounds, 0.38% hits; CCF4 ratio; inhibition, % at 4.98 µM; in the data active = inhibition above about 21%;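 also: 0% = vehicle only and 100% = reference blocker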
Target sequence (O43353 whole entry, looked up): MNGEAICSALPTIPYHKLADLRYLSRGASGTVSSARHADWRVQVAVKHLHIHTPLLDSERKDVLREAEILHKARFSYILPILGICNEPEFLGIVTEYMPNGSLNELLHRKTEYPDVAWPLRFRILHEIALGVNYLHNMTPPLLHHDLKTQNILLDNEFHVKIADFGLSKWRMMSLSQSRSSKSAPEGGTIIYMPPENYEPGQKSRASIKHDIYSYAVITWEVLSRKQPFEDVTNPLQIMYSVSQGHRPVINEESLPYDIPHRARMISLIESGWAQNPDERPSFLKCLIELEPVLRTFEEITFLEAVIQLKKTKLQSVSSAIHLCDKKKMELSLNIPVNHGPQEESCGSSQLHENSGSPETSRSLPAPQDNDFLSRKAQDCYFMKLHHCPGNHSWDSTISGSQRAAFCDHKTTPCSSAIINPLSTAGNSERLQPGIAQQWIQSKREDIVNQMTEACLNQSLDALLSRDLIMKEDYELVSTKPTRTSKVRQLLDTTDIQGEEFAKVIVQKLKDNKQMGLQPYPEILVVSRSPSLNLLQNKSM
TROY NFkB inh – inhibitors of TROY-driven NF-kB signaling, primary screen, Q293 LMP1-TROYcd cells, NF-kB luciferase, uHTS | inhibition, % at 10 µM | 360,000 compounds, 0.98% hits | Q293 LMP1-TROYcd NF-kB luciferase reporter, 4 h;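 active = compounds whose plate-normalised and pattern-corrected inhibition of the luciferase reporter signal at the single screening dose is 50% or more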
TWEAK Fn14 block – inhibitors of TWEAK-Fn14 signaling, primary screen, luciferase reporter cells, uHTS. TWEAK-stimulated Fn14 reporter cells, luciferase luminescence, 8 h. inhibition, % at 10 µM. 360,000 compounds, 2% hits. AID 1159606, 2016; in the data active = inhibition above about 50%
TLR9-MyD88 block – inhibitors of TLR9-MyD88 association in cells, primary screen, cell-based, CHO, BLA complementation, fluorescence. inhibition, % at 4.98 µM. CCF4 FRET ratio. 340,000 compounds, 0.21% hits. Toll-like receptor 9 (Homo sapiens) + Myeloid differentiation primary response protein …;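 active = inhibition above the mean over all tested compounds plus 3 SD, cut at about 21% in these data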;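 also: 0% = DMSO only wells and 100% = clavulanate BLA inhibitor control wells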
NCOA3 inh – SRC3 coactivator transcriptional activity inhibitors, primary screen, cell-based, luminescence. 360,000 compounds, 0.17% hits. inhibition, % at 3.6 µM. HEK293 GAL4-SRC3 luciferase reporter;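 active = inhibition above a per-campaign cutoff, the mean of all compounds plus 3 SD, cut at about 60% in these data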;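 also: 0% = DMSO-treated cells and 100% = gossypol-treated cells at 36 µM; higher means less SRC3-driven luciferase light from the GAL4 reporter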
An asterisk follows results filed as active; nt = not tested or not shown. An excerpt; the hit share may differ from the screen's.

SMILES	LMP1 NFkB inh	C8 TRAIL sens	LRH-1 inv ag	SRC2 inh	NCOA1 inh	COUP-TFII inh	NOD2-RIPK2 inh	TROY NFkB inh	TWEAK Fn14 block	TLR9-MyD88 block	NCOA3 inh
C=CCOc1ccc(C2C(C(=O)c3ccco3)=C(O)C(=O)N2Cc2cccnc2)cc1 (stereo not drawn)	-2	4	-3	-36	-3	-4	-4	-22	-9	-13	-22
Cc1ccc(OC(C)C(=O)N/N=C/c2ccccn2)cc1 (stereo not drawn)	0	0	-7	-2	17	3	3	-16	0	-8	5
Cc1ccc(OCC(=O)Nc2ccc(F)cc2)cc1C	-15	-5	-112	-65	-43	-3	-5	-54	9	1	-47
Cc1ccc(NC(=O)COC(=O)/C(=C/c2cccs2)c2cccs2)cc1S(=O)(=O)N(C)C	4	16	-18	21	-27	10	0	-3	41	-6	12
Cc1ccc(S(=O)(=O)N2CCCCC2)cc1NC(=O)Nc1ccc(Cl)cc1Cl	10	29	9	-15	-4	-3	0	31	19	3	1
C=CCn1c(/N=C/c2ccc(OC)cc2)nc2ccccc21	7	0	10	nt	4	nt	-3	-33	10	13	11
COc1ccc(-c2nnc3ccc(SCC(=O)N4CCCC4)nn23)cc1	-1	1	15	-2	-16	6	-2	-18	-14	7	7
O=C(Nc1cccnc1Cl)c1ccc(Cl)cc1	-3	-6	-84	-41	-50	-23	-13	-56	-7	11	-74
Cc1onc(-c2ccccc2Cl)c1-c1nc(-c2ccccn2)no1	-1	19	49	10	-1	15	3	18	32	-11	-3
O=[N+]([O-])c1cc(S(=O)(=O)N2CCCCC2)ccc1NCCN1CCOCC1	-2	-3	4	-18	4	-7	-7	4	-4	0	26
CCN(CC(=O)Nc1ccc(NC(C)=O)cc1)C(=O)CCCSc1nc2ccccc2[nH]1	-5	9	12	-11	-2	0	-14	-2	-13	-3	7
Cc1cc(=O)[nH]c(SCc2ccc(Cl)cc2Cl)n1	2	-2	-7	-38	-24	-25	-3	6	-1	5	11
CC1CCCCN1Cc1nc2ccccc2c(=O)[nH]1 (stereo not drawn)	-11	-4	-33	-13	-10	-1	4	-13	-18	-7	13
O=C(Cn1ccc([N+](=O)[O-])n1)N1CCCCC1	-3	8	11	-1	-12	23	-1	-13	-7	-1	-14
O=C(COC(=O)c1cncc(Br)c1)NCC1CCCO1 (stereo not drawn)	-2	4	-8	-14	-1	-8	10	0	9	-4	-3
CCCCCn1c(NCc2ccco2)nc2ccccc21	-1	10	10	0	19	13	-6	-2	1	-7	2
CSc1ncccc1C(=O)N1CCCC(CCC(=O)NCc2ccccc2F)C1 (stereo not drawn)	1	-4	-19	0	9	-4	-9	8	-3	10	7
CCOc1ccc(NC(=O)COc2ccc(C(=O)NC3CCCc4ccccc43)cc2OC)cc1 (stereo not drawn)	15	-3	6	7	-13	-2	5	-18	-7	-5	12
C[C@H](CO)N1C[C@H](C)[C@@H](CN(C)Cc2ccncc2)Oc2ccc(NC(=O)Cn3cnnn3)cc2C1=O	-5	-16	-13	-5	8	2	-14	-20	-10	-3	12
CCCCn1c(O)c(/C=C2\C=Nc3ccccc32)c(=O)[nH]c1=O	2	6	17	-2	-6	9	0	3	-9	11	5
O=C1CCCC2=C1C(c1cccs1)n1nc(SCc3ccccc3)nc1N2 (stereo not drawn)	4	-7	2	17	3	-6	-15	17	4	-2	6
Cc1cc(C)c(S(=O)(=O)c2ccccc2)c(OC(=O)c2c(Cl)cc(Cl)cc2Cl)n1	9	-5	10	-36	-5	-11	-8	1	13	-5	-13
COc1ccccc1CC(=O)NC12CC3CC(CC(C3)C1)C2	-17	-12	7	0	6	14	14	11	18	-6	-14
CS(=O)(=O)C1=NSC2=NC(=O)/C(=C\c3cccn3-c3ccccc3Cl)C(=N)N21	-11	-10	-6	-6	-50	13	2	36	28	7	9
COc1ccc(OCCOCCN2CCN(C)CC2)cc1	-2	-23	-8	-9	2	-13	-8	3	-1	3	-19

Next section; it opens with the 3 that closed the last part.
SMILES	LMP1 NFkB inh	C8 TRAIL sens	LRH-1 inv ag	SRC2 inh	NCOA1 inh	COUP-TFII inh	NOD2-RIPK2 inh	TROY NFkB inh	TWEAK Fn14 block	TLR9-MyD88 block	NCOA3 inh
COc1ccccc1CC(=O)NC12CC3CC(CC(C3)C1)C2	-17	-12	7	0	6	14	14	11	18	-6	-14
CS(=O)(=O)C1=NSC2=NC(=O)/C(=C\c3cccn3-c3ccccc3Cl)C(=N)N21	-11	-10	-6	-6	-50	13	2	36	28	7	9
COc1ccc(OCCOCCN2CCN(C)CC2)cc1	-2	-23	-8	-9	2	-13	-8	3	-1	3	-19
O=C(COc1ccc(Cl)cc1)Nc1ccc(CN2CCOCC2)cc1	5	3	6	-10	-24	0	-2	6	15	5	22
Cc1ccc(C(CC(=O)NCc2ccco2)c2ccccc2)c(O)c1 (stereo not drawn)	-6	-14	8	-2	-11	-8	0	-4	-1	-6	23
CC(OC(=O)c1ccccc1N1C(=O)C2C3CCC(C3)C2C1=O)C(=O)c1ccccc1 (stereo not drawn)	7	6	-14	5	-9	3	-19	-27	10	-2	6
O=C(C1CCC(CNc2nc(=S)[nH]c3ccccc23)CC1)N1CCN(c2ccc(F)cc2)CC1 (stereo not drawn)	6	10	17	-15	-15	13	-8	24	-20	-1	-7
Cn1c(SCC(=O)NCc2ccco2)nnc1-c1ccccc1	5	11	2	-5	0	-1	-3	-21	15	-1	-22
CCSc1ncc(Cl)c(C(=O)Nc2ccccc2Cl)n1	-2	9	-6	-3	-8	17	-5	-24	-40	-1	-5
COC(=O)c1ccc2c(c1)N(C)CCS2	-3	3	-16	-9	3	-6	2	-8	5	4	11
O=C(O)CCCCCn1c(SCc2cc(=O)n3cc(Cl)ccc3n2)nc2ccsc2c1=O	16	2	-16	10	-25	2	-6	-12	-7	5	-3
C[C@H](CO)N1C[C@H](C)[C@@H](CN(C)S(=O)(=O)c2ccccc2)Oc2ccc(NC(=O)CCC(F)(F)F)cc2C1=O	-3	-28	4	0	-12	4	2	-1	-7	-6	-5
CSc1c(CC(=O)NCCCO)n(Cc2ccccc2)c2ccccc12	0	-8	8	-5	10	13	-3	-9	14	-5	-1
CCn1ncc(C2=NOC(C(=O)NCc3ccc(Cl)cc3)C2)c1C (stereo not drawn)	16	19	18	24	-5	-31	13	22	17	-2	-13
CC1CCN(S(=O)(=O)c2ccc3c(c2)N(CC(=O)NCCCN2CCCCC2)C(=O)CS3)CC1	-2	23	-10	5	0	7	0	-1	4	4	-3
O=S1(=O)CCC(NC(=S)Nc2ccccc2)C1 (stereo not drawn)	nt	-1	-16	4	5	1	-6	10	-12	nt	25
COc1ccc(OC)c(S(=O)(=O)Nc2cc3c4c(c2)CC(=O)N4CCC3)c1	1	4	-6	2	-1	-9	-9	2	-7	3	12
COc1ccc(C(C)C)cc1S(=O)(=O)n1ccnc1C	-7	-4	-14	20	6	-13	-10	-14	-7	-9	6
CCOc1cc(/C=N/n2cnnc2)c(Br)cc1O	1	-5	-5	-29	-15	3	-3	-1	-11	0	10
O=C(CCC(=O)N1CCN(Cc2ccc(F)cc2)CC1)Nc1nnc(C(F)(F)F)s1	-1	17	10	0	8	-2	0	1	-4	11	18
CN(C)C(CNC(=O)CCC(=O)c1ccc(Br)cc1)c1ccccc1 (stereo not drawn)	-12	18	-1	6	-5	0	4	-7	-2	-1	-19
CSCCC(NC(N)=O)C(=O)NCc1cccc(Cl)c1 (stereo not drawn)	-7	8	11	2	3	15	1	2	0	-4	3
CN1C(=O)/C(=C/c2ccco2)SC1=Nc1ccc(N2CCOCC2)cc1	-3	-4	28	-3	-2	8	-7	3	3	-7	4
COc1ccc(/C=N/N(C)C2=NCCN2)c(OC)c1OC	-1	-1	11	-8	11	0	-1	9	-14	-5	5
C[C@@H]1CN([C@@H](C)CO)C(=O)c2cc(N(C)C)ccc2O[C@@H](C)CCCCO[C@@H]1CN(C)S(=O)(=O)c1cccs1	7	4	-6	-18	11	-7	0	4	-21	-11	-5
COc1ccc(NC(=O)c2cccc3c2C(=O)c2ccc(-c4cnc(OC)nc4)cc2S3(=O)=O)cc1	-12	-3	-7	17	10	9	-10	-10	-3	-8	4
Cc1ccc(Nc2ncccc2C(=O)O)cc1C	-13	-8	-46	-11	-36	-19	-10	-32	-19	0	-51
Cc1ccc(C)c(NC(=O)C2C(c3ccccc3)C2(Cl)Cl)c1 (stereo not drawn)	5	11	24	4	-29	33	-12	6	11	8	15

(next part)
SMILES	LMP1 NFkB inh	C8 TRAIL sens	LRH-1 inv ag	SRC2 inh	NCOA1 inh	COUP-TFII inh	NOD2-RIPK2 inh	TROY NFkB inh	TWEAK Fn14 block	TLR9-MyD88 block	NCOA3 inh
Cc1n[nH]c(=S)n1/N=C/c1ccc(-c2ccccc2[N+](=O)[O-])o1	-3	6	15	11	6	1	-6	-9	-3	5	14
O=C(NCc1ccccc1)C1c2ccccc2OCC(=O)N1C1CC1 (stereo not drawn)	nt	14	-8	-12	nt	-10	-18	-4	4	nt	nt
Cc1cc(C(=O)Nc2c(C)nn(Cc3c(Cl)cccc3Cl)c2C)no1	7	16	7	-32	-30	-39	-4	14	-58	-1	-37
C[C@H](CO)N1C[C@H](C)[C@@H](CN(C)C(=O)Oc2ccccc2)OCc2cn(nn2)CCCC1=O	-1	3	-10	-7	6	2	-5	-2	2	4	9
CC(=O)Nc1ccc(S(=O)(=O)N2C3CCCC2CC(NC(=O)C2CCCCC2)C3)cc1 (stereo not drawn)	7	1	8	-35	-11	7	1	2	-1	-1	4
O=C(Nc1c(C(=O)Nc2ccccc2)cnn1-c1ccccc1)c1ccco1	-15	6	-31	-8	1	-4	-12	0	-8	2	5
Nc1ccc(S(=O)(=O)Nc2nccc(/C=C/c3ccc([N+](=O)[O-])cc3)n2)cc1	0	3	-11	10	8	5	-14	-14	-21	4	-14
CN1CCN(C(c2ccccc2)c2ccc(Cl)cc2)CC1 (stereo not drawn)	6	-11	5	3	-1	4	0	-4	-36	-2	-8
C(/C=C/c1ccco1)=N/N1CCN(c2ccccc2)CC1	-3	6	-87	-20	-83	-37	3	-40	-16	6	-82
O=C(CN1C(=O)S/C(=C/c2cccnc2)C1=O)N1CCOCC1	1	-4	-9	12	10	3	-11	-83	-28	3	-3
COc1ccc(C2N(C(=O)N3CCOCC3)CCN2S(=O)(=O)c2ccc(C)cc2)cc1 (stereo not drawn)	-1	4	-22	-39	4	19	-2	3	16	-8	3
Cc1nnc(NC(=O)CC(NC(=O)C(F)(F)F)c2ccccc2)s1 (stereo not drawn)	-3	-10	-10	-13	-17	-17	-12	-10	34	-17	-1
